# miR-122 sensor: blocks miR-122 activity in Huh7 sensor cells; AID 602342; Huh7 miR-122 Renilla luciferase sensor, 48 h; neutral wells = 0, positive control = 100; activation (reporter increase), % at 12.5 µM; 0.3% of 340,000 active;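 active means mean replicate activation score at least 90 and every replicate individually at or above 90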;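 further: higher luciferase means less miR-122 activity so hits act as miR-122 inhibitors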
# F508del corr: CFTR F508del correction in bronchial cells. CFBE cells, YFP halide quenching; stimulated with forskolin plus potentiator P3; % fluorescence drop versus neutral controls. activity (quench increase), % at 7.58 µM. 0.36% of 350,000 active. AID 720511;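 active means mean added fluorescence quench of at least 8% versus neutral control, with both replicates also reaching 8%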;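 further: cells transiently co-express mutant CFTR-F508del with the halide-sensitive YFP; corrector assay measuring rescue of mutant channel to the surface after 24 h compound exposure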
# PglD inh: PglD (C. jejuni) enzyme inhibition; purified PglD enzyme, DTNB colorimetric CoA detection; inhibition, % at 12.5 µM; 0.098% of 360,000 active; AID 602405; in the data active means inhibition above about 16%, passing the limit was not always enough; further: strong numbers were not always called active
# FN deposit inh: fibronectin deposition inhibition; AH1F fibroblasts, Alexa488-fibronectin deposition fluorescence, overnight; inhibition, % at 12.6 µM; 0.086% of 350,000 active; AID 743247;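 active means mean inhibition across replicates of 30% or more, regardless of how many single replicates reach that level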;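 further: positive control wells lacked labelled fibronectin entirely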
#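 Assay system: AH1F fibroblasts assembling fluorescent fibronectin matrix; Amount: 10000 AH1F cells per well; Buffer or medium: DMEM, 2% serum; Probe or stimulus: Alexa488-fibronectin, 24 nM final in well; Doses: single compound dose, delivered by pin transfer; Incubation: 1 h adhesion, overnight exposure; Measured by: fluorescence 485/525 nm; Read-out: fibronectin deposition inhibition.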
# C2C12 statin: suppression of simvastatin myotoxicity. 0.78% of 330,000 active. C2C12 myotubes + simvastatin, ATP luminescence, 48 h; scaled: DMSO 0, geranylgeraniol control 100. AID 602340. rescue of ATP level, % at 7.49 µM;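 active means mean ATP rescue above about 67%, or every replicate alone reaching that limit, limit read from the data, passing the limit was not always enough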;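 further: myotubes were challenged with 10 µM simvastatin during compound exposure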
# PGC1a acetyl inh: modulators of PGC1a acetylation; U2OS PGC1a acetylation, AlphaScreen anti-acetyl-lysine; with virally co-expressed GCN5 acetyltransferase; inhibition, % at 15.6 µM; 0.17% of 350,000 active;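 active means every replicate shows inhibition of at least 40%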;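 further: 0% = neutral control wells and 100% = positive control wells; some results beyond the cut were filed as inactive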
# Cneo AK release: causes C. neoformans cell lysis; adenylate kinase release luminescence, 4 h; normalised: neutral wells 0, clomiphene wells 100; lysis activity, % at 15 µM; 0.2% of 360,000 active;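 active means mean lysis activity across replicates of at least 80%, whatever share of replicates individually reach that level; inactive means mean lysis activity below 80%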
#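 Signal: Adenylate kinase release luminescence | Assay system: Log-phase Cryptococcus neoformans yeast cells | Input: Cells at 5 × 10^6 per mL | Buffer or medium: Fresh YPD growth medium | Compound: Single dose | Schedule: Static 4 h at 37 °C with compound, 1 h detection | Controls: Clomiphene | Read-out: Luminescence rise reflecting yeast cell lysis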
# INS-1E GSIS act: primary screen for activators of insulin secretion dependent on glucose, INS-1E cells, GLuc reporter luminescence. 0.61% of 370,000 active. INS-1E GLuc reporter insulin secretion, 2-3 h. activation, % at 16.6 µM. AID 743287;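 active means lowest replicate activation of at least 40%, so every replicate reaches that level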;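 further: 0% = median of neutral control wells and 100% = median of IBMX positive control wells; some compounds called inactive have numbers as strong as hits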
# The depositor's hits bear a star; . = no result given; & = joins results of further samples; [ ] = remark or other dose.
# Value order – miR-122 sensor	F508del corr	PglD inh	FN deposit inh	C2C12 statin	PGC1a acetyl inh	Cneo AK release	INS-1E GSIS act
- CS(=O)(=O)Nc1ccc(C(=O)N2CC(=O)Nc3ccccc32)cc1
→ -2	0.5	6	-1	-1	36	-7	21
- C=CCNC(=O)C1CC(=O)N(c2ccc(OCC(=O)Nc3ccc(OC)cc3)cc2)C1 (stereo not drawn)
→ 0	.	5	.	8	-5	0	.
- Cc1cc(-c2ccccc2)c(C#N)c(=S)[nH]1
→ -3	0.6	-2	3	.	0	5	17
- CCCOC(=O)c1ccc(NC(=O)CCOc2ccccc2)cc1
→ -14	.	-16	.	-3	0	0	.
- O=C(c1ccccn1)N1CC[C@H]2[C@H](CO)Nc3ccc(-c4ccc(F)cc4)cc3[C@H]21
→ 11[16.7 µM]	1.7	-4	10	15	-2	59	-3
- C[C@@H]1CN([C@H](C)CO)C(=O)c2cc(NC(=O)Cc3cn(C)c4ccccc34)ccc2O[C@@H]1CN(C)Cc1ccc2c(c1)OCO2
→ -6[16.7 µM]	0.0	-13	9	18	1	1	2
- COc1ccc(CCNC(=O)CNS(=O)(=O)c2ccc(Cl)cc2)cc1
→ -1	-1.5	-1	1	.	-6	1	15
- COc1ccc(-c2ccc(C3[C@@H]4CN(C(=O)c5ccc(F)cc5)C[C@H]3N4)cc2)cc1 (stereo partly drawn)
→ .	-2.4&-3.3	.	-15&-7	.	0&-7	.	-6&-2
- COc1ccc(CCNC(=O)C(C)OC(=O)c2ccco2)cc1OC (stereo not drawn)
→ -17	.	1	2	.	.	-1	5
- O=C(CN1C(=O)CC(c2ccccc2)=Nc2ccccc21)NCc1ccccc1
→ 0	.	1	.	7	-1	0	.
- O=[N+]([O-])c1ccc2[nH]c(O)c(N=Nc3ccc(F)cc3)c2c1
→ 0	-0.3	-3	1	5	.	6	11
- CC(C)=CCn1c2ccc(NC(=O)NCc3ccc(F)cc3)cc2c(=O)n1C
→ 40	3.0	-3	-1	-12	2	-1	0
- CC(OC(=O)c1ccc2ncsc2c1)C(=O)Nc1cccc(Cl)c1 (stereo not drawn)
→ -10	4.6	4	9	2	3	0	8
- COc1ccc(/C=C/C(=O)c2ccc(O)cc2)cc1
→ -5	-0.6	-4	.	4	3	-16	.
- Cc1ccc(NC(=S)NNC(=S)NCc2ccccc2)cc1
→ 4	.	-1	2	12	-4	-4	.
- O=C(Nc1ccccc1Cl)N1C[C@@H]2[C@H](c3ccccc31)[C@H](CO)N2Cc1ccccc1
→ -4[16.7 µM]	-2.7	2	.	36	-6	-3	-8
- CC1=C(C(=O)Nc2ccccc2)C(c2ccco2)n2ncnc2N1 (stereo not drawn)
→ -7	2.5	1	.	4	-6	1	-2
- CCOc1ccc(C(=O)Oc2cc(C)[nH]c(=O)c2[N+](=O)[O-])cc1
→ 1	-0.9	3	-11	127*	-1	0	1
- NC(=O)C1CCN(C(=O)C(=O)c2cn(CC(=O)N3CCCC3)c3ccccc23)CC1
→ -1	3.5	-1	2	1	.	-1	8
- CCOC(=O)C1(C)CCCN(C(=O)COc2ccccc2)C1 (stereo not drawn)
→ 1	-3.5	0	4	8	.	0	-5
- CC1CN(C(=O)/C=C/c2ccc(SC(F)F)cc2)CC(C)O1 (stereo not drawn)
→ .	-0.1	-2	6	-4	12	-3	0
- CC(C)OC(=O)c1ccc(NCc2cc(O)ccc2O)cc1Cl
→ -18	-1.4	.	8	-201	7	.	.
- CC(C)C#Cc1ccc([C@@H]2[C@@H](CO)N3C(=O)CN(C(=O)NC4CCCC4)C[C@@H]23)cc1
→ .	-0.8	.	-2	.	7	.	-13
- CCN1[C@@H]2c3ccc(-c4cccc(F)c4)c(=O)n3C[C@@H]2[C@@H](CO)[C@@H]1C(=O)N[C@H](C)c1ccccc1
→ 1[16.7 µM]	-1.4	1	.	12	.	6	-2
- Cc1ccc(C(=O)Cn2nnc(-c3ccccc3-n3cnnn3)n2)cc1
→ -8	.	-3	.	12	8	0	.
- Cc1ccc2c(c1)C1(OCCCO1)C(=O)N2CC#N
→ 0	2.7	2	5	-6	0	2	12
- COCC#Cc1cnc2c(c1)C(=O)N([C@H](C)CO)C[C@H](C)[C@H](CN(C)C(=O)C1CCCCC1)O2
→ 7[16.7 µM]	1.9	2	.	23	7	-2	13
- CC(=O)n1cc([C@H]2C=C(C(=O)N3CCOCC3)O[C@@H](OCCCCO)C2)c2ccccc21
→ -6	-3.4&-0.3	6	20	0	14&2	-2&-1	-7
- Cc1noc(C)c1NC(=O)N[C@@H]1CC[C@H](CCNC(=O)C2CCC2)O[C@H]1CO
→ .	1.2	4	.	-6	-9	53	1
- Cc1ccc(-c2nn(-c3ccccc3)cc2/C=N/n2c(-c3cccs3)n[nH]c2=S)cc1
→ 0	-2.0	6	-9	.	-4	0	1
- CC(CN1c2ccccc2Sc2ccccc21)N(C)C (stereo not drawn)
→ -6	1.0	-2	-3&2	-15	0	-1	-19
- COc1cc(C)nc2nc(SCc3ccccc3)nn12
→ -2	.	2	1	.	1	1	.
- CC(N)c1csc(Nc2ncccn2)n1 (stereo not drawn)
→ .	0.8	4	1	.	.	4	1
- CN1C(=O)c2cc(NC(=O)c3ccc(F)c(F)c3)ccc2OC[C@H]2O[C@@H](CC(=O)N3CCCCC3)CC[C@@H]21
→ -2[16.7 µM]	-2.5	-1	-6	23	8	-1	-3
- O=C(C[C@H]1CC[C@H]2[C@@H](COC[C@@H](O)CN2Cc2ccccc2)O1)N1CCOCC1
→ -4[16.7 µM]	-4.2	2	-7	21	7	9	9
- C=CCc1cc(/C=N\NC(=O)CSc2nnc(CCCc3ccc(OC)c(C)c3)o2)cc(OC)c1O
→ 8	.	-5	.	29	-3	-4	.
- CO[C@@H]1CN(C)C(=O)c2cc(NC(=O)c3nc4ccccc4s3)ccc2OC[C@@H](C)N(Cc2ccccc2)C[C@H]1C
→ .	-5.3	1	1&-17	-28	-11	-2	12&-3
- Cc1cc(NC(=O)c2cnn3cccnc23)n(-c2ccccc2)n1
→ -17	.	-2	.	22	.	0	.
- COc1ccc(NC(C)=O)cc1NC(=O)CSc1nnc(-c2ccccc2)n1N
→ -3	-0.8	2	-6	.	-3	-3	25
- Cc1noc(C)c1NC(=O)N(C)C[C@@H]1Oc2ccc(NS(=O)(=O)c3ccccc3)cc2CC(=O)N([C@@H](C)CO)C[C@@H]1C
→ 5[16.7 µM]	-1.6	2	-2	-22	14	-13	7
- CN(C)CCn1c(=O)n(C2CCCCC2)c(=O)c2c3c(sc21)CCCCC3
→ -16	-4.1	-2	-3	-2	7	5	-35
- CC(C)C[C@H](NC(=O)c1[nH]cnc1C(=O)N[C@@H](C)C(=O)OCc1ccccc1)C(=O)OC(C)(C)C
→ -3	-3.0	4	-14	-9	-6	1	.
- Cc1ccc(S(=O)(=O)N2C[C@H]3C(=O)C[C@@H](c4ccc(Cl)cc4)N(S(=O)(=O)c4ccc(C)cc4)[C@H]3C[C@H]2c2ccccc2)cc1
→ -6	-3.0	-4	-8	-14	2	-9	3
- CCCCn1c(=O)[nH]c2nc3cc(NC(C)=O)ccc3nc2c1=O
→ 0	1.0	-5	-5	5	12	1	5
- COC(=O)Oc1c(Br)c(=O)oc2ccccc12
→ 6	.	-2	.	3	0	1	.
- O=C(C[C@H]1CC[C@H](NC(=O)Nc2ccc(C(F)(F)F)cc2)[C@@H](CO)O1)NCc1cccc(F)c1
→ .	-0.6	-2	-12	-4	0	0	-6
- CC(C)C#Cc1ccc2c(c1)O[C@@H](CN(C)CC1CCCC1)[C@H](C)CN([C@H](C)CO)S2(=O)=O
→ 3[16.7 µM]	2.8	-1	.	-136	0	26	-10
- CCn1c(CCNC(=O)c2cccs2)nnc1SCC(=O)c1ccc(OC)cc1
→ -2	.	6	.	24	3	1	.
- O=C(CNC(=O)c1ccc(Br)cc1)c1ccc(Br)cc1
→ -3	3.9	2	1	-4	-9	-1	5
- O=C(O)C1Oc2cc3ccccc3cc2O1
→ -1	-1.6	5	4	2	11	-7	8
- N#CC1=C(SCC(=O)NC2CC2)NC(=O)C(C#N)C12CCCCC2 (stereo not drawn)
→ -2	.	-1	-2	6	-4	5	-3
- COc1ccc(NCc2cccnc2)cc1
→ .	-0.9	1	4	-6	.	-4	3
- CN(C(=O)CSc1nnc(Cc2ccccc2F)n1N)C1CCS(=O)(=O)C1 (stereo not drawn)
→ 2	.	3	.	-8	6	0	.
- Cc1nc2sccn2c(=O)c1S(=O)(=O)N1CCN(c2cccc(Cl)c2)CC1
→ -8	-0.1	-5	.	8	11	0	.
- COc1cccc(CNc2nc3cc(-c4cscc4C)sc3c(=O)n2C)c1
→ -4	-0.1	-1	-3	-6	5	1	-5
- CC(=O)Oc1ccc(-c2csnn2)cc1
→ -2	.	2	.	7	95*	2	.
- Cc1noc(C)c1S(=O)(=O)Nc1ccc2c(c1)C(=O)N([C@@H](C)CO)C[C@H](C)[C@@H](CN(C)Cc1ccc3c(c1)OCO3)O2
→ 3[16.7 µM]	0.8	2	-1	29	-7	-3	7
- O=C(Nc1ccc(F)cc1)Nc1sccc1-c1nc2ccccc2s1
→ .	-3.1	-6	-3	.	38	1	.
- Cc1cc(C)cc(C(=O)Nc2ccc(NC(=O)Cc3ccccc3)cc2)c1
→ -4	-2.8	2	-3	-23	4	0	3
- COc1ccc(S(=O)(=O)N[C@H]2C=C[C@@H](CC(=O)N3CCc4ccccc4C3)O[C@@H]2CO)cc1
→ -7[16.7 µM]	1.9	0	-7	-2	-5	5	0

# Single records, from the list above:
# `COc1ccc(S(=O)(=O)N[C@H]2C=C[C@@H](CC(=O)N3CCc4ccccc4C3)O[C@@H]2CO)cc1` is entered as miR-122 sensor: -7[16.7 µM]; F508del corr: 1.9; PglD inh: 0; FN deposit inh: -7; C2C12 statin: -2; PGC1a acetyl inh: -5; Cneo AK release: 5; INS-1E GSIS act: 0
# `O=C(O)C1Oc2cc3ccccc3cc2O1` is entered as miR-122 sensor: -1; F508del corr: -1.6; PglD inh: 5; FN deposit inh: 4; C2C12 statin: 2; PGC1a acetyl inh: 11; Cneo AK release: -7; INS-1E GSIS act: 8

# Later entries:
# Value order – miR-122 sensor	F508del corr	PglD inh	FN deposit inh	C2C12 statin	PGC1a acetyl inh	Cneo AK release	INS-1E GSIS act
- COc1ccccc1-c1sc2cc3c(cc2c1C#Cc1ccccn1)OCO3
→ 5	0.9	-5	3	2	-2	-3	18
- COc1cccc(CNc2ncnc3ccc(-c4c(C)noc4C)cc23)c1
→ -8	-2.6	-2	-3	-43	6	-1	-27
- CCn1nc(C)c(CN2CCN(Cc3cccc(OC)c3)C(CCO)C2)c1C (stereo not drawn)
→ 2	-1.9	4	-5	11	5	5	0
- COc1ccc(-c2c[n+]3c4n2CCCCC4=C(c2ccc(Br)cc2)C3)cc1
→ -11	.	2	7	-71	-13	-1	2
- COc1ccc(C#Cc2cnc3c(c2)C(=O)N([C@H](C)CO)C[C@H](C)[C@H](CN(C)S(=O)(=O)c2ccc(C#N)cc2)O3)cc1OC
→ -8[16.7 µM]	0.0	-3	.	-101	-31	1	-11
- Nc1nc(SCC(=O)NC2CCCCC2)[nH]c(=O)c1-c1ccccc1
→ -2	.	-3	2	-55	-12	2	8
- COc1ccc(-n2nc3c(N4CCC(C(=O)N5CCC(C)CC5)CC4)nnc(C)c3c2C)cc1
→ -6	2.6	-2	-3	21	.	2	-38
- Cc1onc(-c2ccccc2Cl)c1C(O)c1ccc(F)cc1 (stereo not drawn)
→ 15	0.9	0	2	-13	0	-2	-20
